CCHF vOTU inh: CCHFV vOTU protease inhibitors, primary screen, biochemical, Pep-AMC substrate, fluorescence; Crimean-Congo hemorrhagic fever virus L polyprotein viral ovarian tumor (vOTU) protease …; inhibition, % at 11.5 µM; 0.55% of 370,000 active; AID 651958, 2012; also: 0% = vehicle wells with enzyme and 100% = no enzyme wells
BoNT F protease: BoNT/F light chain protease inhibitors, primary screen, biochemical, flow cytometry, MLPCN library; Botulinum neurotoxin type F light chain protease (Clostridium botulinum); 0.22% of 360,000 active; AID 588497, 2011; inhibition, % at 10 µM; Multiplex microsphere protease cleavage assay; in the data active = inhibition above about 35%, passing the limit was not always enough; inconclusive = no clear call, values can overlap the other calls; also: plate controls were buffer without enzyme for full effect and enzyme alone for no effect
BoNT-A LC inh2: BoNT/A light chain protease inhibitors, primary screen, biochemical, flow cytometry, MLPCN library; Botulinum neurotoxin type A light chain protease (Clostridium botulinum A str. ATCC 3502); multiplex microsphere protease substrate cleavage; inhibition, % at 10 µM; 0.17% of 360,000 active; AID 588499, 2011; in the data active = inhibition above about 30%; inconclusive = no clear call, values can overlap the other calls; also: plate controls were buffer without enzyme for full effect and enzyme alone for no effect
FadD28 FP inh: inhibitors of FadD28 bisubstrate probe binding, primary screen, biochemical, fluorescence polarization, single point. Mycobacterium tuberculosis FadD28 fatty-acid-AMP ligase. inhibition, % at 12.5 µM. 0.22% of 360,000 active. AID 588549, 2011; in the data active = inhibition above about 8.5%, passing the limit was not always enough; inconclusive = no clear call, values can overlap the other calls
BioA inh: M. tuberculosis BioA enzyme inhibitors, primary screen, biochemical, plate reader, single point, HTS; 7,8-diaminopelargonic acid synthase BioA (Mycobacterium tuberculosis); purified M. tuberculosis BioA enzyme; inhibition, % at 9.99 µM; 0.096% of 360,000 active; in the data active = inhibition above about 40%; inconclusive = no clear call, values can overlap the other calls
Mtb UGM inh: M. tuberculosis UGM enzyme inhibitors, primary screen, biochemical, fluorescence polarization, single point; UDP-galactopyranose mutase (Mycobacterium tuberculosis (strain ATCC 25618 / H37Rv)), …; purified UGM, fluorescence polarization probe displacement; inhibition, % at 10 µM; 0.06% of 320,000 active; AID 504406, 2011; in the data active = inhibition above about 10%, passing the limit was not always enough; inconclusive = no clear call, values can overlap the other calls
Target sequence (P9WIQ1 whole entry, looked up): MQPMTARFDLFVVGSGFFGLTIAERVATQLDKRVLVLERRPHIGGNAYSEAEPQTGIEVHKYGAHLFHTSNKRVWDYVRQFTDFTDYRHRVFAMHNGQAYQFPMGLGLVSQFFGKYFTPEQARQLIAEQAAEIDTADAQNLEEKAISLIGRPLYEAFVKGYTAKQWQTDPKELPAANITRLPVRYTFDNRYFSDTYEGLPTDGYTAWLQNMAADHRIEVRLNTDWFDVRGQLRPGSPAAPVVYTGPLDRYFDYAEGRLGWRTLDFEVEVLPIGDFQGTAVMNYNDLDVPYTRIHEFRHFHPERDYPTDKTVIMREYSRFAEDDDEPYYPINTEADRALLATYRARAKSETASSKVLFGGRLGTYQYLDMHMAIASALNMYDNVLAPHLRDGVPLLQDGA
FBA Mtb inh: Mtb FBA enzyme inhibitors, primary screen, biochemical, fluorescence, strain H37Rv | Fructose-bisphosphate aldolase (Mycobacterium tuberculosis (strain ATCC 25618 / H37Rv)), … | purified M. tuberculosis FBA, fluorescence read-out | inhibition, % at 1 µM | 2.3% of 360,000 active; in the data active = inhibition above about 27%;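 also: 0% = vehicle and 100% = reference inhibitor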
Target sequence (P9WQA3 whole entry, looked up): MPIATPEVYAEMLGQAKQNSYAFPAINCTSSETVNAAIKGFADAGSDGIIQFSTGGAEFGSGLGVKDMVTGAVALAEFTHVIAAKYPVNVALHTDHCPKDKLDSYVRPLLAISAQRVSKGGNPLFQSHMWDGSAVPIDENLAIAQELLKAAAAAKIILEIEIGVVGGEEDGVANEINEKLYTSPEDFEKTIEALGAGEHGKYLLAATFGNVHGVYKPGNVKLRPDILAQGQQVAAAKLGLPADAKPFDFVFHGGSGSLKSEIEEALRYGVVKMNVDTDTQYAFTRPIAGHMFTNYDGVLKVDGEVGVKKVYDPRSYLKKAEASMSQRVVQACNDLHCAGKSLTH
PrPC surface inh: inhibitors of human cell surface prion protein PrPC, primary screen, cell-based, TR-FRET | Major prion protein (Homo sapiens), P04156 | TR-FRET read-out | inhibition, % at 13.8 µM | 0.43% of 370,000 active; in the data active = inhibition above about 24%; also: 0% = median of the test wells and 100% = reference compound wells
GDH-TPI inh: GDH-TPI coupling enzyme inhibitors, primary screen, artefact control for M. tuberculosis FBA inhibitor project, biochemical, absorbance, full deck; GDH-TPI coupled enzyme counterscreen, NADH absorbance; inhibition, % at 4.8 µM; 1.2% of 360,000 active;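 also: 0% = DMSO wells and 100% = wells lacking the enzyme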
* = called active by the depositor; ? = inconclusive; / = no result given. Rule as the data show it, unless noted: active = inhibition above about 30%; inactive = the rest.

SMILES	CCHF vOTU inh	BoNT F protease	BoNT-A LC inh2	FadD28 FP inh	BioA inh	Mtb UGM inh	FBA Mtb inh	PrPC surface inh	GDH-TPI inh
O=C(Nc1ccccc1)N1CCn2c(nc3ccccc32)C1	-1	7	?	-0.4	/	-3.4	5	5	7
CCN(C(=O)COC(=O)c1cc(C)n(-c2ccc(F)cc2)c1C)C1CCS(=O)(=O)C1 (stereo not drawn)	-4	3	-0.2	-5.3	2.4	/	4	-6	-8
CC1(C)CN=C(NCc2ccccc2)S1	15	?	-2.6	-2.0	0.2	0.5	1	11	-5
COC(=O)c1ccc2c(c1)NC(=O)C(N(CC(C)C)CC(C)C)S2 (stereo not drawn)	-15	4	0.1	-2.1	-1.7	-1.2	2	-9	3
COc1ccc(S(=O)(=O)N2CCOCC2)cc1C(=O)NCc1c(C)nn(Cc2ccccc2)c1C	-4	-5	0.2	-0.2	1.5	/	-3	9	9
COc1cccc(-c2cc3nc(NCCOc4ccccc4Cl)n(C)c(=O)c3s2)c1	-7	0	-0.3	-3.4	-0.6	/	2	-7	8
COCCCNC(=O)CSc1nc2cc(S(=O)(=O)N3CCCCC3)ccc2o1	-6	-5	2.0	-2.8	/	1.0	6	6	1
CC(=O)Nc1cccc(-c2ccnc3c2CC(C)(C(=O)Nc2cccc(Oc4ccccc4)c2)O3)c1 (stereo not drawn)	8	-8	-0.7	-4.8	-0.6	/	0	4	3
Cc1ccc(C23CC4CC(CC(C(=O)NC(C)C(=O)O)(C4)C2)C3)cc1 (stereo not drawn)	13	26	-2.5	-0.8	0.3	2.0	4	9	5
Cc1ccc(N(C(=O)c2ccco2)C2C=CS(=O)(=O)C2)cc1 (stereo not drawn)	3	-1	0.1	-4.3	/	-1.1	-1	3	-10
C=CCN(CC=C)S(=O)(=O)c1ccc(NC(=S)NC(=O)Cc2ccc(OC)cc2)cc1	-14	9	8.5	-2.5	-5.7	1.1	-2	1	7
Cc1ccc(-n2c(O)c(C=NCc3cccnc3)c(=O)[nH]c2=O)cc1C	-1	1	-0.7	0.5	2.4	0.8	-1	4	-3
CC(C)c1ccc(/C=C/C(=O)NNC(=O)c2cccnc2)cc1	2	?	0.2	-5.0	-0.5	2.1	-1	-4	11
O=c1c2ccccc2nc(SCc2nnc(-c3ccccc3)o2)n1-c1ccccc1	11	-7	-1.0	-0.3	0.2	-0.5	1	-4	1
O=C(NCc1ccncc1)/C(=C/c1cccc([N+](=O)[O-])c1)NC(=O)c1ccccc1	-3	38*	4.4	-1.6	0.6	2.6	3	-20	-1
O=C(NN1C(=O)C2C3C=CC(O3)C2C1=O)c1ccccc1 (stereo not drawn)	12	1	-0.2	-0.9	/	1.3	3	3	1
N#Cc1nc(-c2ccccc2F)oc1NCCc1ccccc1	-44	42*	?	0.0	1.5	2.0	122*	10	-5
O=C(NCc1ccccn1)[C@@H]1CCCN1C(=O)[C@@H]1CCCN1C(=O)c1cccc(Cl)c1	-1	-2	0.5	/	/	/	/	2	/
COC(=O)Nc1ccc(S(=O)(=O)N2CCCC(C(=O)NCC3CCCO3)C2)cc1 (stereo not drawn)	-5	-6	-0.6	-1.9	0.3	-0.8	0	0	-3
Cc1ccc(NC(=O)Cn2cnc3sc(C(=O)NCc4ccco4)c(C)c3c2=O)cc1Cl	28	4	3.6	0.8	0.0	-0.2	-1	6	0

Single entries from above:
FadD28 FP inh, N#Cc1nc(-c2ccccc2F)oc1NCCc1ccccc1 = 0.0
CCHF vOTU inh, CCN(C(=O)COC(=O)c1cc(C)n(-c2ccc(F)cc2)c1C)C1CCS(=O)(=O)C1 (stereo not drawn) = -4

Next records follow:
SMILES	CCHF vOTU inh	BoNT F protease	BoNT-A LC inh2	FadD28 FP inh	BioA inh	Mtb UGM inh	FBA Mtb inh	PrPC surface inh	GDH-TPI inh
O=C(CN1CCC(n2nnc3cc(F)ccc32)CC1)NCCc1ccccc1	21	-7	0.3	-2.4	0.6	1.6	0	0	1
CCOc1ccccc1NC(=O)COC(=O)c1ccccc1SCC(=O)N1CCCC1	37*	-17	-1.8	-2.5	-0.2	1.1	-2	14	7
CCN1C(=O)NC(=O)/C(=C/c2cc(C)n(-c3sc(C)c(C)c3C#N)c2C)C1=O	-6	-2	-0.6	-1.8	-0.4	4.0	-3	1	-3
O=C(CCCCC(=O)Nc1ccccc1Cl)Nc1ccccc1Cl	-11	-6	-0.9	-0.8	-0.2	-0.4	0	-3	4
CCN(CC)C(=O)c1cc2c(=O)n3cccc(C)c3nc2s1	-76	-4	-2.3	-2.2	2.1	1.2	69*	-23	12
CCOc1ccc(-n2c(Cc3cc(=O)[nH]c(=O)[nH]3)nnc2SCc2cccnc2)cc1	3	6	0.6	-0.2	-1.9	0.0	4	0	14
Cc1cc(=S)[nH]c2c(C)cccc12	5	-5	0.1	-0.2	-0.4	0.3	2	2	7
CCC(C(=O)NCCc1c[nH]c2cc(OC)ccc12)c1ccccc1 (stereo not drawn)	1	2	-2.7	-1.2	7.5	1.1	3	6	1
COc1ccc(-c2noc3c2-c2nc(C(C)C)sc2CC3)cc1	10	3	-0.6	-3.4	-1.5	-3.3	0	10	11
N#Cc1cnn(-c2cccc(Cl)c2)c1N	4	0	-0.2	-3.4	/	1.8	8	-10	-4
CCOc1ccc(N(CC(=O)NC2CCCCC2)C(=O)CNC(=O)c2ccco2)cc1	7	0	0.1	0.2	1.1	0.9	2	2	6
Cc1cc(C)c2nc(N(CCN(C)C)C(=O)/C=C/c3cccs3)sc2c1	13	2	-1.1	-1.7	-2.7	0.5	-1	4	9
O=C(O)c1ccc(N/N=C/c2cccc3cccnc23)cc1	-8	0	0.8	-0.2	0.5	-2.2	-1	3	24
CCOC(=O)C1=C(C(F)(F)F)Nc2ncnn2C1c1cc(OC)ccc1OC (stereo not drawn)	7	2	0.7	-5.2	-1.1	-0.4	0	-2	17
CCOC(=O)/C=C1\CN(Cc2cc(OC)c(OC)c(OC)c2)S(=O)(=O)c2ccccc21	5	-2	0.4	0.5	-0.5	-2.0	4	6	13
C1=CC2CC1CC2CN1CCN(Cc2ccccc2)CC1 (stereo not drawn)	-2	1	1.1	-1.6	0.6	2.6	5	-3	2
Cc1c(C(=O)NCc2ccccc2CN2CCCC2)oc2ccc(F)cc12	6	5	3.8	-3.2	-1.2	-1.9	-1	-4	-1
Cc1ccc(C(=O)O)cc1N1C(=O)c2cccc3c([N+](=O)[O-])ccc(c23)C1=O	9	?	0.0	-17	6.4	0.7	-1	-13	14
Cc1ccc(S(=O)(=O)N(C)C)cc1NC(=S)NCc1ccco1	-1	-5	0.6	2.1	-2.0	0.1	0	6	9
CCCCCCCCCC(=O)N[C@H](CN1CCOCC1)[C@H](O)c1ccccc1	5	-7	0.5	-4.1	2.3	-3.3	2	5	-12

In the list so far, four contain two or more sulfur atoms.
SMILES	CCHF vOTU inh	BoNT F protease	BoNT-A LC inh2	FadD28 FP inh	BioA inh	Mtb UGM inh	FBA Mtb inh	PrPC surface inh	GDH-TPI inh
COCCCNC(=O)CSc1nc2cc(S(=O)(=O)N3CCCCC3)ccc2o1	-6	-5	2.0	-2.8	/	1.0	6	6	1
C=CCN(CC=C)S(=O)(=O)c1ccc(NC(=S)NC(=O)Cc2ccc(OC)cc2)cc1	-14	9	8.5	-2.5	-5.7	1.1	-2	1	7
Cc1cc(C)c2nc(N(CCN(C)C)C(=O)/C=C/c3cccs3)sc2c1	13	2	-1.1	-1.7	-2.7	0.5	-1	4	9
Cc1ccc(S(=O)(=O)N(C)C)cc1NC(=S)NCc1ccco1	-1	-5	0.6	2.1	-2.0	0.1	0	6	9

Other entries follow.
SMILES	CCHF vOTU inh	BoNT F protease	BoNT-A LC inh2	FadD28 FP inh	BioA inh	Mtb UGM inh	FBA Mtb inh	PrPC surface inh	GDH-TPI inh
Cc1ccc(/C=N\NC(=O)C2CN(S(=O)(=O)c3ccccc3)CCN2S(=O)(=O)c2ccccc2)cc1 (stereo not drawn)	-11	-5	0.4	-3.9	-0.8	-0.7	-2	4	8
COc1cccc(/C=N\NC(=O)Cn2nnc3ccccc32)c1O	1	-10	-0.4	-4.9	/	1.6	1	0	1
Cc1ccc(C(OCC(O)CNC(CO)C(O)c2ccc([N+](=O)[O-])cc2)c2ccccc2)cc1 (stereo not drawn)	3	6	-0.3	-5.3	-0.1	2.4	3	-13	-4
CN(C)CCOc1cccc(Br)c1	-12	4	0.0	-4.1	/	0.4	1	-1	-1
CN(C(=O)c1cnccn1)c1c(N)n(Cc2ccccc2)c(=O)[nH]c1=O	-4	7	4.6	-0.5	-3.0	0.6	3	-4	3
Fc1ccc(CSc2nncn2NC/C=C/c2ccccc2)cc1	3	-4	0.1	-2.2	20	0.0	3	3	9
CC(C)[C@H](NC(=O)OC(C)(C)C)C(=O)N/N=C/c1cccc2nccnc12	-8	-16	-1.8	1.1	0.9	1.9	1	-14	19
O=C(COC(=O)c1ccc(S(=O)(=O)Nc2ccccc2)cc1)NC1CCCC1	-3	1	0.0	-2.6	-1.8	-0.4	0	8	8
O=C(CCN1C(=O)/C(=C/c2ccccc2Cl)SC1=S)Nc1ccccn1	6	8	0.0	-3.2	-0.7	0.0	-1	-1	9
Cc1ccsc1-c1ccnc(-n2cccc2)n1	-3	-2	-1.1	-1.2	-2.5	0.5	6	5	18
C=C1CCC[C@]2(C)C[C@H]3OC(=O)C(CN4CCCCC4CO)[C@H]3CC12 (stereo partly drawn)	-14	12	-0.6	1.5	-0.7	1.1	0	2	5
COc1ccc(C2=NN(C(=O)CSc3nc4ncc(Cl)cc4[nH]3)C(c3ccco3)C2)cc1 (stereo not drawn)	5	-3	-0.1	-8.7	2.2	-2.0	-1	-3	-2
CCOc1cc(C(=O)NCC(=O)N2CCC3(CC2)NCCc2[nH]cnc23)cc(OCC)c1OCC	-10	0	0.5	-0.5	1.9	-0.7	1	2	-3
CN(C)c1ccc(C(C(=O)NCC2CCCO2)N(C(=O)c2snc(C(N)=O)c2N)c2ccccc2)cc1 (stereo not drawn)	3	-1	-1.3	-3.4	-1.1	1.3	-10	1	8
COc1ccc(NC(=O)C2C3C=CC4(O3)C2C(=O)N(CCN2CCCCC2)C4C(=O)NC2CCCCC2)cc1 (stereo not drawn)	9	-1	1.1	-1.8	-1.2	-3.0	-1	0	-7
NC(=O)c1cccc(-c2coc3c(C(=O)NCc4cccnc4)cccc23)c1	1	-7	-0.1	-4.2	7.6	/	2	11	0
CCN(CC)C(=O)CN(c1cc(Cl)ccc1OC)S(=O)(=O)c1ccc(C)c([N+](=O)[O-])c1	-4	-6	-0.1	-1.0	-2.4	-1.7	-4	-3	0
COc1cc(Cl)c(S(=O)(=O)NCc2cccnc2)cc1Cl	-7	-10	-0.9	-0.6	-3.5	-0.6	2	6	0
CCOc1ccccc1N1C(=O)CC(N(O)c2ccccc2)C1=O (stereo not drawn)	-2	0	-0.3	-0.5	1.0	2.6	1	-3	-7
CN(C)C(CNC(=O)c1ccc(Br)cc1)c1ccco1 (stereo not drawn)	-4	-2	-1.9	-3.4	-0.2	-2.2	-3	-4	-9
Cc1cc(C)c(NC(=O)C2CC(=O)N(c3ccc4c(c3)OCCO4)C2)c(C)c1 (stereo not drawn)	7	-50	-3.2	0.2	1.7	0.5	8	-1	-13
CCOC(CNC(=O)CN1C(=O)COc2ccc(S(=O)(=O)N3CC(C)CC(C)C3)cc21)OCC (stereo not drawn)	20	-8	-0.7	0.5	-0.7	-1.7	3	4	3

From PubChem
